# Rin1-Abl PPI inh = blocks binding of human Rin1 to Abl; P00519+Q13671; TR-FRET Rin1/Abl binding, biochemical; inhibition, % at 7.35 µM; 0.4% of 360,000 active; AID 588664; in the data active = inhibition above about 5%, passing the limit was not always enough
# Neddyl block = cullin neddylation inhibition | P61081+Q13564 | TR-FRET cullin neddylation, biochemical | calls only at 25 µM | 0.58% of 360,000 active | AID 651699; in the data active = inhibition above about 36%
# Target sequence (P61081 whole entry, looked up): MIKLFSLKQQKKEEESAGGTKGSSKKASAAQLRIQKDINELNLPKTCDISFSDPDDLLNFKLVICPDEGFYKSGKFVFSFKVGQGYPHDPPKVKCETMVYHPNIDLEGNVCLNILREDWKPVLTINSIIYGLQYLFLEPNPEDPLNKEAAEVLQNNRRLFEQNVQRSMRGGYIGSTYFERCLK
# Target sequence (Q13564 whole entry, looked up): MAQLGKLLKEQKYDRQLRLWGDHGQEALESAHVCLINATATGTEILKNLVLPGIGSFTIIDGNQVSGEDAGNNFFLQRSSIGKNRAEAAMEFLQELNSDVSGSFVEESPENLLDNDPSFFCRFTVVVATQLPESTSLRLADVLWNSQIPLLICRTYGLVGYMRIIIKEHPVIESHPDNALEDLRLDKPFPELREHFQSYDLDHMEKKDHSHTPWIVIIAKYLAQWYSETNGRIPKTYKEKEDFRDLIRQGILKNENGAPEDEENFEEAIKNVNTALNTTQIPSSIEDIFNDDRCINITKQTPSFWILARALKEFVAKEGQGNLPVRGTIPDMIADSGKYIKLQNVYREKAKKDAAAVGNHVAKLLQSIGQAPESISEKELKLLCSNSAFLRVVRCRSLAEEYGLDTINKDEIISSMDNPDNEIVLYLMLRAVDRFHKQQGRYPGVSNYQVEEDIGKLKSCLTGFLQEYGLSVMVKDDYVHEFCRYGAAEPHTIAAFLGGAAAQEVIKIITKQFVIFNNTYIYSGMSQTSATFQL
# FAS-TE inh = blocks the thioesterase domain of human fatty acid synthase; P49327; recombinant FAS-TE, OMFH fluorogenic substrate, fluorescence endpoint; inhibition, % at 15 µM; 0.67% of 360,000 active;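 active = compounds whose normalised, plate-corrected inhibition of enzyme fluorescence in the single-dose primary screen is 50% or more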;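 note: 0% = DMSO with enzyme and 100% = substrate without enzyme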
# TbMetRS inhib = Trypanosoma brucei MetRS inhibition. purified T. brucei MetRS, ATP depletion, Kinase-Glo luminescence. inhibition, % at 11.9 µM. 0.4% of 360,000 active;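 active = inhibition above a per-plate cutoff of the control wells' mean inhibition plus 3 SD, cut at about 5.5% in these data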;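 note: 0% = DMSO wells median and 100% = median of wells with control inhibitor compound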
#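 Material – parasite MetRS enzyme · Medium – HEPES-MgCl2-KCl buffer plus DTT, spermine, BSA, pyrophosphatase · Reagent – ATP, methionine and E. coli bulk tRNA substrates · Times – 15 min enzyme-compound preincubation, 2 h reaction, 10 min detection, 25 °C · Measured by – luminescence of leftover ATP · Evaluation – percent inhibition relative to median high and low control wells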
# MsrA inhibitor = inhibitors of bovine MsrA | purified bovine MsrA, absorbance read-out | inhibition, % at 15.5 µM | 0.75% of 360,000 active; in the data active = inhibition above about 4.5%;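 note: 0% = vehicle wells with enzyme and 100% = reference inhibitor wells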
# MLLE-PAM2 inh = blocks PAM2 peptide binding to the PABP1 MLLE domain; 0.36% of 360,000 active; inhibition, % at 20 µM; GST-MLLE / FITC-PAM2 fluorescence polarization; in the data active = inhibition above about 35%, passing the limit was not always enough;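 note: plate controls were DMSO wells with GST-MLLE for no effect and wells lacking GST-MLLE protein for full effect; some results filed as inactive read as strong as hits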
# CSN deneddyl inh = blocks human CSN-mediated cullin deneddylation | inhibition, % at 12.5 µM | AID 651999 | Purified CSN, SCF-Nedd8-OG deneddylation, fluorescence polarization | 0.38% of 360,000 active;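 active = pattern-corrected inhibition above about 35%, with an unprinted fluorescence ratio check between 0.5 and 1.5, limit read from the data, passing the limit was not always enough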;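 note: 0% = enzyme with substrate and 100% = substrate without enzyme; some results filed as inactive read as strong as hits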
# Target sequence (Q92905 whole entry, looked up, one chain of several): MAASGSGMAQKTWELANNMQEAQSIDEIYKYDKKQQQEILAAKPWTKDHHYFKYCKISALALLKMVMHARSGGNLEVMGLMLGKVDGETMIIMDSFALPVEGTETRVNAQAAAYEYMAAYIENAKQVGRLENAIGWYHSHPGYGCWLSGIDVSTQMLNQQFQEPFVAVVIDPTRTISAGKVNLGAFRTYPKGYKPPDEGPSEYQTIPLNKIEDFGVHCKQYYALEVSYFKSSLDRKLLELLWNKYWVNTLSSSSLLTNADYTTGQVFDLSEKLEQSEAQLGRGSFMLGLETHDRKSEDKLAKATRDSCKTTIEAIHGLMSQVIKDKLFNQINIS
#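 Material: human Csn5 produced in HEK293T cells; Input: enzyme 0.24 nM; Reagent: SCFSkp2-Nedd8OG substrate at 10 nM final; Dosing: 12.5 µM compound; Incubation: 90 min reaction at room temperature; Detection: fluorescence polarization of the substrate; Evaluation: % inhibition of substrate cleavage by Csn5; Control set: substrate-only high control, full reaction low control.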
# bovine MsrA act = activates bovine MsrA enzyme; purified bovine MsrA, absorbance read-out; activation, % at 10.6 µM; 0.3% of 360,000 active; in the data active = activation above about 7.5%;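 note: 0% = vehicle and 100% = reference activator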
# eLon inh = inhibits E. coli Lon protease; P0A9M0; purified E. coli Lon protease, fluorescence polarization; inhibition, % at 7.94 µM; 0.42% of 360,000 active; AID 602123; in the data active = inhibition above about 13%, passing the limit was not always enough;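 note: 0% = enzyme with probe and DMSO and 100% = no enzyme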
# Numbers without * were called inactive; i = inactive; nt = no result given; + = active, no number.
Molecule	Rin1-Abl PPI inh	bovine MsrA act	eLon inh	TbMetRS inhib	CSN deneddyl inh	MsrA inhibitor	Neddyl block	FAS-TE inh	MLLE-PAM2 inh
CC(=O)N1N=C(c2ccc(Br)cc2)CC1c1ccc(Br)cc1 (stereo not drawn)	-2.8	-0.4	-10.0	0.1	5.2	-0.6	i	8.3	0.3
COc1ccc(C(=O)NNC(=O)CN2CCC(n3nnc4cc(C(F)(F)F)ccc43)CC2)cc1	5.9	0.7	7.6	0.0	7.8	-0.8	i	-6.7	9.6
COC(Cn1c(-c2cccc(S(=O)(=O)N(C)C)c2)n[nH]c1=S)OC	-1.7	4.6	-8.7	-0.7	-6.0	-0.2	i	-5.6	-33.6
CCn1c(SCc2ccccc2)nnc1C1CCCCC1	-1.9	3.4	-11.6	-0.1	-5.1	1.1	i	-6.3	-15.6
Nc1ccc(-n2nc(C(F)(F)F)cc2C(F)(F)F)cc1	1.0	-3.6	-3.0	-0.5	2.4	0.3	i	4.0	-10.3
COCC(=O)NNC(=O)Cc1ccc(Cl)cc1	-3.7	-3.3	2.6	0.0	-1.4	-0.4	i	-5.9	14.6
O=C(Nc1ccc([N+](=O)[O-])cc1)Nn1cnnc1	2.2	-9.5	-7.9	-0.3	0.6	4.4	i	-5.3	4.7
COc1cc(/C=C2\SC(N3CCC(C)CC3)=NC2=O)ccc1O	-5.4	-0.8	-168.2	0.0	19.3	3.2	i	-2.1	-41.8
CCN1CCN(CCNC(=O)Nc2ccc([N+](=O)[O-])cc2)CC1	-3.8	-2.6	0.2	-0.2	2.4	-0.8	i	-0.5	8.9
Nc1c(Sc2ccccc2)c(=O)[nH]c(=O)n1Cc1ccccc1	-3.6	1.0	-0.8	-0.2	-3.7	0.2	i	-9.5	17.4
CC(C)CC[n+]1ccn(C2=C([O-])c3ccccc3C(=O)/C2=N\S(=O)(=O)c2ccccc2)c1	-8.9	-0.2	-2.8	-1.1	1.2	nt	i	-0.8	5.0
CC1CC1C(=O)N(C)CC(=O)Nc1ccccc1Br (stereo not drawn)	5.3	-3.9	-7.1	-0.4	-0.8	-1.0	i	-5.0	-4.8
COc1ccc(-n2cc(CNCc3cnc4ccccn34)c(-c3cccc(F)c3)n2)cc1	-0.2	0.1	-14.5	0.5	3.0	1.9	+	-0.8	-13.3
CCc1nnc(SCC(=O)Nc2ccc3c(c2)OCO3)o1	-0.5	0.9	5.5	0.0	2.6	1.1	i	-7.0	13.1
N#CC1=C(N)C(C#N)(C#N)C2(CCC3(CC2)OCCO3)C2CC3(CC=C12)OCCO3 (stereo not drawn)	2.8	-7.6	0.6	-0.1	-0.9	0.6	i	-4.6	-15.7

# Carrying on:
Molecule	Rin1-Abl PPI inh	bovine MsrA act	eLon inh	TbMetRS inhib	CSN deneddyl inh	MsrA inhibitor	Neddyl block	FAS-TE inh	MLLE-PAM2 inh
CC(C)NC(=O)c1cnc(Sc2ncc(C(F)(F)F)cc2Cl)n1C	1.9	-8.7	5.4	-1.2	3.0	-0.2	i	-7.2	9.8
Cc1ccc(NS(=O)(=O)c2ccc(C(=O)N3CCN(c4ncccn4)CC3)cc2)cc1	1.7	-0.1	-0.6	-0.7	-5.5	-0.1	i	3.8	-5.4
O=C(O)C1CC1C(=O)N1CCN(c2ccc(Cl)c(Cl)c2)CC1 (stereo not drawn)	1.1	-8.7	-3.5	-2.5	1.7	1.7	i	-12.6	-13.2
Cc1cccc(NS(=O)(=O)c2ccc(C(C)(C)C)cc2)n1	0.6	-3.8	-1.4	-0.6	3.7	0.8	i	-2.0	6.5
CCOc1ccc(NC(=S)N(CCc2c(C)[nH]c3ccc(C)cc23)Cc2ccco2)cc1	-1.2	1.0	-2.0	-0.9	-6.7	-1.9	i	23.4	-41.0
O=C1NC2(CCCCC2)N=C1c1ccc(Br)cc1	0.3	-3.3	-0.2	-0.2	0.4	-0.7	i	-1.6	-22.0
Cn1cccc1/C=C1\SC(=S)N(NC(=O)c2ccccc2Cl)C1=O	-3.1	0.6	-381.9	-11.1	44.1*	0.8	i	-3.7	-126.7
CCOC(=O)CC(=O)CSc1nc2nc(C)cc(C)n2n1	-0.1	-1.8	-1.0	-0.3	-1.1	-0.9	i	-7.8	21.5
O=C(CCc1ccccc1)NNC(=O)Cc1ccc(Cl)cc1	-0.2	-3.2	1.5	0.3	1.4	2.0	i	1.6	10.3
CC(=O)NC(Cc1cc(C)ccc1C)C(=O)N1CCN(C(=O)c2ccc([N+](=O)[O-])cc2)CC1 (stereo not drawn)	1.2	-0.8	9.8	-0.9	-2.6	-0.9	i	0.2	1.3
COC(=O)c1sc(-c2cccs2)cc1N	-1.9	-2.8	1.2	-0.1	-2.5	0.5	i	9.5	-2.1
O=C(COC(=O)c1ccc2c(c1[N+](=O)[O-])C(=O)c1ccccc1C2=O)NC1CC1	-4.3	0.2	-1.7	0.4	-2.6	0.3	i	0.8	-15.2
Cn1c(=O)c2c(ncn2CC(=O)NC(C)(C)C)n(C)c1=O	-0.3	-2.4	6.3	0.1	1.8	0.3	i	-3.5	4.7
S=c1[nH]ccn1-c1cccc(Cl)c1	-2.2	-5.7	3.6	-1.0	-20.1	0.4	i	-5.7	-2.2
O=C(CCc1nc2ccccc2c(=O)[nH]1)Nc1nnc(SCc2ccc(F)cc2)s1	-0.9	0.6	-10.2	-0.5	5.3	-0.5	i	1.6	-17.5

# The list goes on:
Molecule	Rin1-Abl PPI inh	bovine MsrA act	eLon inh	TbMetRS inhib	CSN deneddyl inh	MsrA inhibitor	Neddyl block	FAS-TE inh	MLLE-PAM2 inh
O=C(NCc1ccccc1Cl)C1CCN(C(=O)c2ccc(F)cc2)CC1	0.7	-2.6	-0.6	-0.3	3.7	0.8	i	-4.0	14.3
CSc1ccc(CN(C)CC(=O)N(C)CC(=O)Nc2ccccc2Br)cc1	0.1	-5.3	-1.9	-0.5	-3.5	-0.1	i	-2.0	-10.2
CCOC(=O)C(C)n1cnc2c1c(=O)[nH]c(=O)n2C (stereo not drawn)	0.7	-17.2	-8.9	-1.3	-5.5	1.0	i	-8.5	12.8
Cc1ccc(OC(=O)COc2ccccc2)c(-n2nc3ccccc3n2)c1	0.8	-3.0	1.0	-1.8	-3.9	1.6	i	16.3	-4.7
CCOC(=O)CNC(=O)CN1C(=O)CCS(=O)(=O)c2ccccc21	-2.6	-0.3	1.5	-0.1	1.1	0.2	i	-3.3	-10.3
CCOc1ccc(OCCN2C(=O)c3ccccc3C2=O)cc1	-0.2	-1.4	-13.2	-0.2	2.5	0.7	i	20.0	5.2
Cc1ccc(C(=O)N/C(=C\c2cccs2)C(=O)NCCc2c[nH]c3ccccc23)cc1	-0.1	-1.0	-2.1	-1.1	-0.5	0.5	i	0.3	-14.1
Cc1ccc(S(=O)(=O)NCCC(=O)OCC(=O)N(C)c2ccccc2)cc1	0.5	-1.2	-6.2	-0.3	-0.3	0.8	i	-7.4	17.7
c1ccc(-n2cc(CN3CCCC(CN4CCCC4)C3)c(-c3ccc4c(c3)OCO4)n2)cc1 (stereo not drawn)	1.4	-2.5	-0.9	-0.4	3.9	0.0	i	-4.6	-16.1
Cc1nc2c(C(=O)N3CCCC3)cnn2c(C)c1Cc1c(F)cccc1Cl	-1.6	0.6	1.7	0.4	4.6	0.8	nt	-5.8	-11.5
Cc1ccc(S(=O)(=O)N2CCN(S(=O)(=O)N3CCOCC3)CC2)cc1C	7.2	-4.9	-6.5	-0.4	2.3	1.2	i	-3.7	10.6
NC(=S)N=Nc1c(O)[nH]c2ccc(F)cc12	-6.4	-2.1	0.1	0.2	-0.2	4.5*	i	-7.0	47.9*
C=C(C)C(COc1c2occc2cc2ccc(=O)oc12)OC(C)(C)C(O)COc1c2occc2cc2ccc(=O)oc12 (stereo not drawn)	0.8	-9.0	-4.3	-0.2	3.5	1.1	i	10.0	-16.2
COc1ccc(C2C(C#N)=C(N)Oc3cc4c(cc32)OCO4)cc1 (stereo not drawn)	3.1	-8.5	1.5	0.0	1.1	-0.3	i	26.4	-1.8
CCOC(=O)C(C)c1c(C)[nH]c(=S)[nH]c1=O (stereo not drawn)	1.1	-2.3	3.7	-0.8	0.2	0.5	i	-6.6	18.8

# The list goes on:
Molecule	Rin1-Abl PPI inh	bovine MsrA act	eLon inh	TbMetRS inhib	CSN deneddyl inh	MsrA inhibitor	Neddyl block	FAS-TE inh	MLLE-PAM2 inh
Cc1cc(NCCCOC(C)C)n2c(nc3ccccc32)c1C#N	-9.6	-1.7	-9.0	0.0	51.9*	0.1	nt	5.0	-28.9
CCOC(=O)c1c(NC(=O)CSc2nncn2C)sc(C)c1C	-4.4	-3.1	5.8	-0.2	0.2	0.9	i	-7.1	-9.2
CC1CCCC(NC(=O)COC(=O)CCSc2ccccc2)C1C (stereo not drawn)	-2.1	-1.8	-1.6	0.3	3.4	1.4	i	6.5	9.4
CCn1nnnc1SCC(=O)c1ccc(C)cc1	4.8	-5.7	-6.3	-0.3	1.6	0.5	i	-4.1	3.1
O=C(c1cc2ccccc2oc1=O)N(Cc1ccccc1F)C1CCS(=O)(=O)C1 (stereo not drawn)	-0.2	-1.7	1.9	0.1	1.6	1.4	i	-1.6	5.9
CCOc1ccc2[nH]cc(C(=O)NCc3ccccc3)c(=O)c2c1	-0.6	-4.5	-4.1	-0.5	-1.8	2.1	i	3.2	5.7
CC1(C)CC(=O)C2=C(C1)N(c1ccccc1)C(=O)C2(O)C(F)(F)F (stereo not drawn)	3.6	-1.2	-3.6	0.6	5.3	1.7	i	-8.7	7.4
O=S(=O)(NCc1cccc(C(F)(F)F)c1)NCc1ccccc1F	1.0	-2.4	-0.5	0.0	-1.8	0.3	i	22.1	-0.3
O=C1C(c2ccccc2)NC(=S)N1C1CCCCC1 (stereo not drawn)	-0.3	0.5	-6.2	-1.4	7.9	-1.2	i	2.3	-126.7
Cc1ccc(C(=O)OCC(=O)Nc2ccc(C(N)=O)cc2)s1	4.8	0.1	6.6	-0.1	-6.1	1.4	i	-12.1	-12.1
CC1=C(C(=O)OCC2CCCCC2)C(c2ccc(F)cc2)NC(=O)N1 (stereo not drawn)	1.6	0.0	0.8	0.0	-0.4	0.7	i	17.2	15.6
O=C(COc1ccccc1Cl)NNC(=O)c1ccc2c(=O)n3c(nc2c1)CCC3	0.4	-6.6	-6.5	0.1	0.9	-0.4	i	5.9	-6.3
O=C1CCCN1c1ccc(S(=O)(=O)Oc2cccc(Cl)c2)cc1[N+](=O)[O-]	2.0	-1.2	-5.1	-1.6	0.6	0.3	i	14.1	1.0
O=C(O)c1ccc(/C=C/c2nc3sc4c(c3c(=O)[nH]2)CCC4)cc1	0.8	1.5	-2.8	-0.7	6.8	0.6	nt	-2.4	-7.0
CCc1ccc(/C=C(\Cl)c2nc3cc(Cl)ccc3c(=O)[nH]2)cc1	-2.3	-5.9	9.3	-0.3	-7.0	0.3	i	-5.7	-9.9
Brc1ccc(-c2noc(CCc3ccccc3)n2)cc1	-0.4	-4.7	3.3	-1.4	0.9	-0.6	i	20.7	-1.9

# Sorted by the number under TbMetRS inhib (highest first): 3 from the list above.
Structure | TbMetRS inhib
CC1CCCC(NC(=O)COC(=O)CCSc2ccccc2)C1C (stereo not drawn) | 0.3
CCOC(=O)c1c(NC(=O)CSc2nncn2C)sc(C)c1C | -0.2
O=C(O)c1ccc(/C=C/c2nc3sc4c(c3c(=O)[nH]2)CCC4)cc1 | -0.7

# Assay outcomes deposited in PubChem by several laboratories.
